mHTT CaM bind: mHTT-calmodulin interaction abrogation. P42858. AlphaScreen His-mHTT/GST-CaM binding, luminescence. inhibition, % at 15 µM. 190,000 compounds, 3.6% hits;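 further: 0% = both proteins with DMSO and 100% = one protein alone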
Pf apPOL inh: Pf-apPOL DNA polymerase inhibition; inhibition, % at 10 µM; 210,000 compounds, 0.25% hits; Recombinant Pf-apPOL, molecular beacon fluorescence, 1.5 h; AID 1794808
Numbers without * were called inactive; nt = no result given; & = joins results of further samples. No stated cut-off is given here; in the data, active means inhibition above about 50%; inactive means the rest.

SMILES | mHTT CaM bind | Pf apPOL inh
COC(=O)C1CN(C2CCCC2)CCS(=O)(=O)N1Cc1ccccc1 (stereo not drawn) | -4 | 1
COc1ccc(-c2nc3c(c(=O)[nH]2)CCN(C(=O)c2ccc(C(F)(F)F)s2)C3)cc1 | -6 | -2
Cn1ccc(C(=O)N2CCN(c3nc4ccc(OC(F)(F)F)cc4s3)CC2)n1 | -8 | -41
CC12CCC(C(=O)N(Cc3ccccc3)Cc3ccccc3)(CC1=O)C2(C)C (stereo not drawn) | -6 | -7
Cc1ccc(Cn2cnc3ccccc32)cc1 | -6 | -2
CCc1ccccc1NC(=O)C1CCN(c2nnc3ccccn23)CC1 | 1 | 2
COc1ccc(-c2noc(C3CCCN3C(=O)NCc3ccc(F)cc3)n2)cc1 (stereo not drawn) | 5 | -3
O=S1(=O)CC(N2CC=CC2)CN1Cc1cn(Cc2cccc(Cl)c2)nn1 (stereo not drawn) | -4 | -8
O=C(NC1CC1)c1ccc(OCC2CCCN(C(=O)CC3CCCCC3)C2)cc1 (stereo not drawn) | 2 | 2
CC(C)(C)c1cc2n(n1)C1=NCCN1C=N2 | nt | -6
CC1CCC2(CC1)C(C#N)=C1SC3CCCCC3(O)N1C(=O)C2C#N (stereo not drawn) | -1 | -3
O=C(NCc1ccc2c(c1)OCO2)C(=O)NCC1(c2ccc(F)cc2)CC1 | -19 | -4
Cc1ccc(C)c(NC(=O)N2CCC3(CC2)NC(=O)c2cccc(Cl)c2N3)c1 | 17 | 0
CC(C)CNC(=O)c1cn2ccnc(-c3ccc(F)cc3)c2n1 | 9 | 0
O=C(Nc1ccc2nc(-c3cccnc3)[nH]c2c1)c1ccc([N+](=O)[O-])cc1 | 12 | 3
Cc1ncc(C(=O)O)c(-c2ccccc2)n1 | nt | -6
O=C(NCc1ccc(N2CCCCCC2)nc1)C1COc2ccccc2O1 (stereo not drawn) | 21 | -2
Cc1noc(C)c1S(=O)(=O)N1CCC(CC(=O)NCCCc2ccccc2)CC1 | -6 | -1
O=C(NC1CCCCCC1)c1cc2ccncc2[nH]1 | 0 | -9
O=C(CSc1cn(Cc2ccccc2Cl)c2ccccc12)Nc1ccc2c(c1)OCO2 | 34 | -7
O=C(Nc1ccc(C(F)(F)F)cc1)C1c2ccccc2C(=O)N2CCc3ccccc3C12 (stereo not drawn) | 4 | -12
COc1cc(-c2noc(C)c2C#CCO)cc(OC)c1OC | -3 | -5
Cc1cc(C)c(C(=O)Nc2nc3ccc([N+](=O)[O-])cc3s2)c(C)c1 | -1 | -4
Cc1cc(C)n(-c2nc(C)nc(N)n2)n1 | 1 | 7
CSc1ccc(CN(CCN(C)C)Cc2ccccc2)cc1 | -5 | 6
COc1ccc(NC(=O)N2CCC(c3nc(C(=O)N(C)C)c(C)o3)CC2)cc1 | -6 | -7
Cc1cc2[nH]c(C(=O)Nc3ccc(F)c(C)c3)c(CN3CCOCC3)c2s1 | 20 | 22
COc1ccc(CCNC(=O)Nc2nnc(SCc3ccccn3)s2)cc1 | -1 | 0
Cc1cc([N+](=O)[O-])nn1CC(=O)NC1CCCCC1 | 3 | -6
CCOC(=O)C1=C(C)N(C(C)=O)C(SC)=NC1c1ccccc1 (stereo not drawn) | nt | -6
CCOC(=O)CCC(=O)Nc1nn(C)c2c1C(c1ccccc1)CC(=O)N2 (stereo not drawn) | -12 | -2
COCC(=O)Nc1ccc(C(N)=O)cc1 | 0 | -3
NNC(=O)c1nc(-c2cccc(-n3cccc3)c2)no1 | nt | 3
COc1ccc(NC(=O)N2CCc3c(c(COc4ccccc4)nn3C)C2)c(C)c1 | 7 | -4
COc1ccccc1NCC(=O)n1nc(C)cc1C | -2 | -3
O=C(C1CCCNC1)N1CCCn2cc(-c3ccccc3F)nc21 (stereo not drawn) | 1 | -1
O=C(NCC1CCCO1)c1ccc2c(c1)C(=O)N(N1C(=O)c3ccccc3C1=O)C2=O (stereo not drawn) | -4 | -1
CCN(CC)S(=O)(=O)c1cc(Br)cc2c1N(C(=O)C1CC1)CC2 | 9 | -5
Clc1ccc(N2CCN(Cc3c[nH]c4ncccc34)CC2)cc1 | nt | 7
O=S(=O)(C1CC1)N1CCCC2(C1)Nc1ccccc1NC2=NC1CCCC1 (stereo not drawn) | 15 | 2
O=C1CCCC2=C1C(c1cccc(Br)c1)n1nc(-c3ccco3)nc1N2 (stereo not drawn) | 15 | -4
COc1ccc(CNC(=O)c2oc(=O)c3ccccc3c2-c2ccc(C)cc2)cc1 | 5 | 0
CN(C)S(=O)(=O)N1CCCCC1 | -10 | nt
CCN(CC)c1nc2cc(C(=O)OC)ccc2c(=O)n1-c1ccc(C)cc1 | -85 | 1
CCOc1ccc(C(=O)NCCC(=O)O)cc1 | -5 | 2
CCn1ccc(C(=O)Nc2ccc(OC)c3ccccc23)n1 | -16 | -5
CC(C)(C)C(=O)Nc1ccc(N2CCCN(Cc3ccc(F)cc3)CC2)nc1 | 2 | -8
COc1cccc(CNC(=O)C2CN(S(=O)(=O)c3cccnc3)CC23CCCCC3)c1 (stereo not drawn) | -8 | -1

28 consecutive compounds already listed, quoted:
SMILES | mHTT CaM bind | Pf apPOL inh
O=C(Nc1ccc(C(F)(F)F)cc1)C1c2ccccc2C(=O)N2CCc3ccccc3C12 (stereo not drawn) | 4 | -12
COc1cc(-c2noc(C)c2C#CCO)cc(OC)c1OC | -3 | -5
Cc1cc(C)c(C(=O)Nc2nc3ccc([N+](=O)[O-])cc3s2)c(C)c1 | -1 | -4
Cc1cc(C)n(-c2nc(C)nc(N)n2)n1 | 1 | 7
CSc1ccc(CN(CCN(C)C)Cc2ccccc2)cc1 | -5 | 6
COc1ccc(NC(=O)N2CCC(c3nc(C(=O)N(C)C)c(C)o3)CC2)cc1 | -6 | -7
Cc1cc2[nH]c(C(=O)Nc3ccc(F)c(C)c3)c(CN3CCOCC3)c2s1 | 20 | 22
COc1ccc(CCNC(=O)Nc2nnc(SCc3ccccn3)s2)cc1 | -1 | 0
Cc1cc([N+](=O)[O-])nn1CC(=O)NC1CCCCC1 | 3 | -6
CCOC(=O)C1=C(C)N(C(C)=O)C(SC)=NC1c1ccccc1 (stereo not drawn) | nt | -6
CCOC(=O)CCC(=O)Nc1nn(C)c2c1C(c1ccccc1)CC(=O)N2 (stereo not drawn) | -12 | -2
COCC(=O)Nc1ccc(C(N)=O)cc1 | 0 | -3
NNC(=O)c1nc(-c2cccc(-n3cccc3)c2)no1 | nt | 3
COc1ccc(NC(=O)N2CCc3c(c(COc4ccccc4)nn3C)C2)c(C)c1 | 7 | -4
COc1ccccc1NCC(=O)n1nc(C)cc1C | -2 | -3
O=C(C1CCCNC1)N1CCCn2cc(-c3ccccc3F)nc21 (stereo not drawn) | 1 | -1
O=C(NCC1CCCO1)c1ccc2c(c1)C(=O)N(N1C(=O)c3ccccc3C1=O)C2=O (stereo not drawn) | -4 | -1
CCN(CC)S(=O)(=O)c1cc(Br)cc2c1N(C(=O)C1CC1)CC2 | 9 | -5
Clc1ccc(N2CCN(Cc3c[nH]c4ncccc34)CC2)cc1 | nt | 7
O=S(=O)(C1CC1)N1CCCC2(C1)Nc1ccccc1NC2=NC1CCCC1 (stereo not drawn) | 15 | 2
O=C1CCCC2=C1C(c1cccc(Br)c1)n1nc(-c3ccco3)nc1N2 (stereo not drawn) | 15 | -4
COc1ccc(CNC(=O)c2oc(=O)c3ccccc3c2-c2ccc(C)cc2)cc1 | 5 | 0
CN(C)S(=O)(=O)N1CCCCC1 | -10 | nt
CCN(CC)c1nc2cc(C(=O)OC)ccc2c(=O)n1-c1ccc(C)cc1 | -85 | 1
CCOc1ccc(C(=O)NCCC(=O)O)cc1 | -5 | 2
CCn1ccc(C(=O)Nc2ccc(OC)c3ccccc23)n1 | -16 | -5
CC(C)(C)C(=O)Nc1ccc(N2CCCN(Cc3ccc(F)cc3)CC2)nc1 | 2 | -8
COc1cccc(CNC(=O)C2CN(S(=O)(=O)c3cccnc3)CC23CCCCC3)c1 (stereo not drawn) | -8 | -1

(more compounds)
SMILES | mHTT CaM bind | Pf apPOL inh
COc1ccc(OC)c(C(=O)c2coc3ccc(O)cc23)c1 | 5 | 4
Cc1cccc(NC(=O)COc2ccc(Br)cc2Cl)n1 | -12 | 1
O=C(NCC1CC(=O)N(c2ccc(Cl)cc2)C1)c1c(F)cccc1F (stereo not drawn) | -8 | -20
CCC(CC)C(=O)N1CCN(c2nccn2-c2ccc(C)cc2)CC1 | 22 | -10
O=C1OC(c2ccccc2)=N/C1=C/c1ccc(I)cc1 | 5 | 9
CC(C)C(=O)NC1CCN(C(=O)C2CC2)C1 (stereo not drawn) | 0 | 0
CCCn1c(=O)c(N2CCN(C(=O)c3cc(F)ccc3F)CC2)nc2ccccc21 | -13 | -4
COc1ccc(C2C(C#N)=C(N)N(c3ncn[nH]3)C3=C2C(=O)CCC3)cc1OC (stereo not drawn) | 3 | -2
CCN(CCNC(=O)C1CCN(c2nnc3ccccn23)CC1)c1ccccc1 | 14 | -7
Cc1nc(C)c(C(=O)O)c(-c2ccsc2)c1C(=O)O | nt | 5
Cc1cc(/C=C(\C#N)C(=O)NC2CCCCC2)c(C)n1-c1ccc(F)cc1 | 0 | -3
Cc1ccc([N+](=O)[O-])cc1N=Cc1ccc([N+](=O)[O-])o1 | 6 | 2
CCCCNS(=O)(=O)c1ccc(OC)c2ncccc12 | -1 | 3
COc1ccccc1CCN1C(=O)CCC1(C)C(=O)NC1CCCC1 (stereo not drawn) | -1 | 0
C=CCOc1ccccc1/C=c1\sc2ncnn2c1=O | 1 | 1
O=C(NCCn1ncc2c(=O)n(Cc3cccc(Cl)c3)cnc21)c1cc2ccccc2o1 | -7 | -13
CC1(C)CC(=O)C2=C(C1)N(c1cccc([N+](=O)[O-])c1)C(N)=C(C#N)C2c1cccs1 (stereo not drawn) | 12 | -12
Cn1cnc2cc(NCc3ccccc3Cl)ccc21 | 20 | -7
CC(C)Oc1cncc(C(=O)NCc2ccccc2)c1 | -11 | -3
Nc1nc(-c2ccccc2)cc(C(F)F)n1 | 5 | 7
O=C(CN1CCC(c2nnc(-c3ccco3)s2)CC1)Nc1cccc(Cl)c1Cl | -12 | -4
CC(C)Sc1ccc(CC(=O)NCc2ccsc2)cc1 | -17 | -3
CC1CCc2cc(F)cc3c(O)c(C(=O)NCc4ccncc4)c(=O)n1c23 (stereo not drawn) | 12 | -87
CC(O)(CCc1ccccc1)CNC(=O)C(=O)NCCC1=CCCCC1 (stereo not drawn) | -4&-12 | 2&-11
COc1cccc(C2=CC(c3ccccc3Cl)n3ncnc3N2)c1 (stereo not drawn) | -2 | -11
Clc1ccc(-c2noc(CSC3=NCC4CCCC4N3)n2)cc1 (stereo not drawn) | nt | -8
COc1cccc(C2=CC(c3cccc(OC)c3OC)n3c(nc4ccccc43)N2)c1 (stereo not drawn) | 19 | -7
CCCC1CCC2(CCCN2CCOC(=O)Nc2ccc(OC)cc2)CC1 (stereo not drawn) | -14 | -8
O=C(Oc1cccc(OC(=O)N2CCOCC2)c1)N1CCOCC1 | 0 | -4
Cc1ccc(C(=O)Nc2cccc(I)c2)cc1C | -61 | 1
CCCn1c(=O)cc(N)n(-c2ccc(OC(F)(F)F)cc2)c1=O | nt | -2
CCN1CCN(c2nc(-c3ccc(C)cc3)nc3ccccc23)CC1 | 20 | -3
COc1ccc(Cl)cc1NC(=O)Cc1ccc(F)cc1 | -14 | -7
c1ccc(OCCCn2cnc3ccccc32)cc1 | -1 | 4
COc1ccc(-c2noc(C3CCCN3C(=O)c3cccnc3SC)n2)cc1 (stereo not drawn) | 6 | -4
Oc1ccc2cc(O)ccc2c1 | -4 | nt
CN(CC(=O)NCc1cccs1)c1nc2ccccc2s1 | -16 | -14
COc1ccc(CC(=O)N2CCCC2c2c(C)noc2C)cc1 (stereo not drawn) | 0 | 1
CC(C)=C(NC(=O)c1ccccc1)C(=O)N(C)C | -4 | -6
COc1ccc(CNC(=O)C2(C)CCCN(S(=O)(=O)c3ccc(C)c(C)c3)C2)cc1 (stereo not drawn) | 36 | -2
O=C(Nc1cccc(F)c1)C1CCCN(c2nnc3ccc(Cl)cn23)C1 (stereo not drawn) | 11 | -2
O=C(NC1CC2CC1N(C(=O)Nc1ccc3c(c1)OCO3)C2)c1cccs1 (stereo not drawn) | 4 | -2
Cn1c(-c2ccncc2)n[nH]c1=S | nt | 4
CN1c2cc(F)ccc2C(=O)NC12CCN(C(=O)Cc1ccc(Cl)cc1)CC2 | -5 | -18
COc1ccc(C)cc1N1C(=O)NC2CC1(C)Oc1ccccc12 (stereo not drawn) | 1 | 8
COc1cccc(C2=NOC(C(=O)NCC(C)C)C2)c1 (stereo not drawn) | -11 | -6
CCOc1ccc(-n2c(=O)c3sccc3n(CC(=O)Nc3ccc(CC)cc3)c2=O)cc1 | 0 | -2
O=C(CSc1ncccn1)N(c1ccccc1)c1ccccc1 | 1 | 7
C=CCN(CC=C)S(=O)(=O)c1ccc(C(=O)Nc2nnc(-c3ccccc3Cl)o2)cc1 | 10 | -24
Cc1ccc2c(C(=O)NCc3ccc(C)o3)cc(NC(=O)C3CCC3)cc2n1 | 64* | 12
CC(C)C[C@H]1COc2cc(Br)ccc2S(=O)(=O)N1Cc1ccc(Cl)cc1 | -4 | -7
COc1cccc(C2=NOC(C(=O)Nc3ccccc3C(F)(F)F)C2)c1 (stereo not drawn) | -10 | 2
COc1ccc(-c2csc(NCc3ccccc3)n2)cc1 | 23 | nt
Nn1c(-c2ccccn2)nnc1-c1ccccn1 | 2 | nt
N#C/C(=C\c1cn(Cc2ccccc2)c2ccccc12)C(=O)NCC1CCCO1 (stereo not drawn) | 13 | -6
CCCCSc1nc2c(cc1C#N)CCC2 | -97 | -7
CCOc1ccc(OCC)c(S(=O)(=O)n2cnc(C)c2)c1 | -2 | 4
COc1ccccc1Cc1nc2cc(C)c(C)cc2[nH]c1=O | -1 | -1
Cc1ccc(OCCCN(C)C)c(C(C)(C)C)c1 | 5 | -5
CCOc1nnc(-c2ccc(OC)cc2)c2ccccc12 | 0 | -2
Cc1ccc(N2C(=O)CC(NCc3ccc4c(c3)OCO4)C2=O)cc1Cl (stereo not drawn) | 6 | 1

Assay outcomes from PubChem.

Outcome played no part in choosing rows (roughly 3.5% active in at least one column).
